Source: PubChem (National Center for Advancing Translational Sciences (NCATS))
Tau fibril FP: qHTS for Inhibitors of Tau Fibril Formation, Fluorescence Polarization; 280,000 tested, 0.39% active; K18 P301L tau heparin fibrillization, Alexa594 FP, 6 h; Microtubule-associated protein tau (Homo sapiens), P10636; Potency, µM (highest dose often 57.7 µM), inactives show top-dose activity, negative = inhibition, most hits filed as inhibitors; AID 1468, 2008; note: nearly all actives have a fitted effect of over 55% in size
Target sequence (P10636 561-689 P618L limits assumed): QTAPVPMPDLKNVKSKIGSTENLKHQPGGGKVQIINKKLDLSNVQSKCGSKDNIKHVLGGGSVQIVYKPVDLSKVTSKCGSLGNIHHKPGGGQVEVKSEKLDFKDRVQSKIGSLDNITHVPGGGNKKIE
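Human K18 P301L fragment (15 uM unlabeled plus 0.24 uM Alexa 594-labeled) in 100 mM sodium acetate pH 7 with compound, aggregation induced by 20 uM heparin for 6 hr at 37 C. ThT (30 uM) added for 1 hr, then Alexa 594 FP read.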
TR SRC2 fluor cs: Total Fluorescence Counterscreen for Inhibitors of the Interaction of Thyroid Hormone Receptor and Steroid Receptor Coregulator 2; TRb/SRC2 Texas Red total fluorescence interference; Potency, µM (series often up to 106 µM), for inactives: at the highest dose fluorescence change, negative = quenching; 280,000 tested, 0.29% active; AID 1479, 2009; active = well fitted curve in either direction with a large enough effect; inconclusive = small, poorly fitted or top-dose-only effect
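Human TRβ ligand-binding domain (0.6 uM) and Texas Red SRC2 peptide (20 nM) in Tris buffer with 1 uM T3 and 5% DMSO were incubated with pinned compound for 5 hr at ambient temperature. Total fluorescence was computed as S + 2P (555/632 nm).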
JMJD2E inh: qHTS Assay for Inhibitors of Human Jumonji Domain Containing 2E (JMJD2E); 230,000 tested, 1.6% active; AID 2147, 2009; Lysine-specific demethylase 4E (Homo sapiens), B2RXH2; Potency, µM (doses to about 57.1 µM), inactives show at the highest dose activity change, negative = inhibition, usual class: inhibitors; JMJD2E catalytic domain, FDH-coupled NADH fluorescence (FDH is formaldehyde dehydrogenase); active = well fitted inhibition curve with a large enough effect, not every such curve was filed as active; inconclusive = small, poorly fitted or top-dose-only effect, or another doubt; inactive = no such curve, though single readings can be large or run the other way;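 note: 0% = wells with enzyme and -100% = buffer wells without enzyme; nearly all actives have a fitted effect of over 50% in size; many of its hits are not listed in these tables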
RGS12 GoLoco inh: qHTS Assay for Inhibitors of RGS12 GoLoco Motif Activity (Red Fluorophore); Guanine nucleotide-binding protein G(i) subunit alpha-1 (Homo sapiens), P63096; Gai1:RGS12 GoLoco peptide FP, rhodamine, 10 min; Potency, µM (doses to about 61.6 µM), for the others: at the top dose activity, negative = inhibition, most hits filed as inhibitors; 230,000 tested, 0.44% active; active = well fitted inhibition curve with a large enough effect, not every such curve was filed as active; inactive = no such curve, though single readings can be large or run the other way; note: nearly all actives have a fitted effect of over 30% in size; many of its hits are not listed in these tables
Target sequence (P63096 whole entry, looked up): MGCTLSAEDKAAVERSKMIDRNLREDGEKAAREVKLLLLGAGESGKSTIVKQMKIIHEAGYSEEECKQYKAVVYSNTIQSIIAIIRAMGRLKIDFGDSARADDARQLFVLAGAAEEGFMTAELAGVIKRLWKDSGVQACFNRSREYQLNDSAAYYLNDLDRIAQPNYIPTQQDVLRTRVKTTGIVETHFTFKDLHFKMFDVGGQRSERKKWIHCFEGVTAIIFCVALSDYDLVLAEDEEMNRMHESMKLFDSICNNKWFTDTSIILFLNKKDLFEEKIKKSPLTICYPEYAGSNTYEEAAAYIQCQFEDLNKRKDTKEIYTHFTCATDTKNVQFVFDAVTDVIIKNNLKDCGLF
RECQ1 helicase: qHTS Assay for Inhibitors of RecQ-Like Dna Helicase 1 (RECQ1). ATP-dependent DNA helicase Q1 (Homo sapiens), P46063. RECQ1 DNA unwinding, red fluorescence kinetic read. Potency, µM (highest dose often 57.3 µM), without a hit: top-dose activity, negative = inhibition, usual class: inhibitors. 240,000 tested, 0.54% active. AID 2549, 2010;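 note: plate controls were vehicle for no effect and no enzyme for full effect; nearly all actives have a fitted effect of over 30% in size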
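RECQ1T1 50 nM; forked duplex (20 bp + 30-nt ss tails) 200 nM, ATP 2 mM final; pH 8.0, 2 mM MgCl2, 2.5 ug/ml poly(dI-dC); 15 min compound preincubation; discontinuous kinetic read over 2 h at RT.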
TRb-SRC2 inh: qHTS for Inhibitors of the Interaction of Thyroid Hormone Receptor and Steroid Receptor Coregulator 2; Thyroid hormone receptor beta (Homo sapiens), P10828; TRbeta-SRC2 peptide binding, fluorescence polarization; receptor liganded with 1 µM T3; Potency, µM (titrated, usually from 106 µM), without a hit: top-dose activity change, negative = inhibition, usual class: inhibitors; 280,000 tested, 0.065% active; AID 1469, 2008;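 note: plate controls were bound peptide for no effect and peptide without receptor for full effect; nearly all actives have a fitted effect of over 50% in size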
Target sequence (P10828 whole entry, looked up): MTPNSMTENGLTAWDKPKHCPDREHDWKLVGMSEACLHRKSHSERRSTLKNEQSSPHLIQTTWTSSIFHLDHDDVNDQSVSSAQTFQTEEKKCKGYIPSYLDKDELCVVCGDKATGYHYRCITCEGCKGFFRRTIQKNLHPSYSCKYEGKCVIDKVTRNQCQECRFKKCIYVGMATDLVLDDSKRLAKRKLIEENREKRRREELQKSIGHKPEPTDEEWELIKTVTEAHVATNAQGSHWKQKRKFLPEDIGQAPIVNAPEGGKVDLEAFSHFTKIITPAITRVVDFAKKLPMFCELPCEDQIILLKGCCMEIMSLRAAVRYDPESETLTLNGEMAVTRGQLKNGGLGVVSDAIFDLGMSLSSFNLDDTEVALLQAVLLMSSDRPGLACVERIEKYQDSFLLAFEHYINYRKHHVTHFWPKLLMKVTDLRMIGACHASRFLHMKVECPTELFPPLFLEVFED
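Assay buffer: 20 mM Tris-HCl, 100 mM NaCl, 10% glycerol, 1 mM EDTA, 0.01% NP-40, 1 mM DTT, 1 uM T3, 5% DMSO; TRb LBD 0.6 uM, Texas Red SRC2 20 nM; FP after 5 hr.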
L3MBTL1 block: qHTS Assay for the Inhibitors of L3MBTL1; AlphaScreen L3MBTL1–H3K9me1 peptide binding; Potency, µM (titrated, usually from 57.1 µM), for inactives: at the highest dose activity, negative = inhibition, hits mostly inhibitors; 230,000 tested, 0.66% active; AID 485360, 2010; note: nearly all actives have a fitted effect of over 60% in size
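First, the protein-peptide complex forms for 30 min at room temperature (L3MBTL1 50 nM, biotinylated H3K9me1 peptide 75 nM). Next, compounds are pin-transferred and incubated 30 min. Finally, AlphaScreen beads are added and read after 30 min.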
Tau fibril ThT: qHTS for Inhibitors of Tau Fibril Formation, Thioflavin T Binding; Microtubule-associated protein tau (Homo sapiens), P10636; recombinant tau K18 P301L (four-repeat tau fragment), heparin-induced fibrillization, ThT fluorescence; Potency, µM (doses to about 57.4 µM), inactives show top-dose activity, negative = inhibition, hits mostly inhibitors; 270,000 tested, 2.1% active; AID 1460, 2008; note: nearly all actives have a fitted effect of over 55% in size
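K18 P301L tau (15 uM + 0.24 uM Alexa 594-tagged), heparin 20 uM, NaOAc pH 7, 6 h 37 C; ThT 30 uM, 1 h RT, ex 450/em 510 nm.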
* hit, by the source's call; i = inactive; ? = inconclusive; · = not tested or not shown; [ ] = remark or other dose. Unless noted, calls come from the whole dose curve; as a rule, active = well fitted curve in the direction sought with a large enough effect; inconclusive = small, poorly fitted or top-dose-only effect, or another doubt; inactive = no such curve, though single readings can be large; an effect the other way counts as inactive or inconclusive. Unless noted, % is set by controls: 0 for no effect and ±100 for the full control effect; potency is the fitted concentration of half-maximal effect. This is a subset; the hit share may differ from the screen's.

Below each SMILES: Tau fibril ThT | JMJD2E inh | L3MBTL1 block | TRb-SRC2 inh | TR SRC2 fluor cs | RGS12 GoLoco inh | RECQ1 helicase | Tau fibril FP
> NC(=O)CSc1nnc([C@@H](N)Cc2c[nH]c3ccccc23)o1
 : -18% | -10% | 3% | 15% | 3% | 23% | -7% | 4%
> Cc1ccc(-n2c(/C=C/c3ccccc3)nc3ccccc3c2=O)cc1Cl
 : 2% | · | · | 1% | 0% | · | · | -10%
> Nc1nc(/C(=C/CC(=O)O)C(=O)NC2C(=O)N3C(C(=O)O)=CCSC23)cs1 (configuration not stated)
 : -22% | ? | · | -2% | -1% | -9% | -7% | ?
> CC(C(=O)c1cn(C)c2ccccc12)c1ccccc1 (configuration not stated)
 : -2% | -4% | · | 2% | -8% | 7% | 11% | 3%
> COCCNC(=O)c1ccc(N2CC3CC(C2)c2cccc(=O)n2C3)c([N+](=O)[O-])c1 (configuration not stated)
 : -12% | 0% | ? | 3% | -2% | 3% | -2% | -14%
> CN1CCN(c2ccc([N+](=O)[O-])c(N)c2)CC1
 : ? | 13% | -5% | 3% | -1% | 0% | 1% | -4%
> CC1CN2c3ccc([N+](=O)[O-])cc3CC3(C(=O)N(C)C(=O)N(C)C3=O)C2C(C)O1 (configuration not stated)
 : -14% | 8% | -3% | -6% | -1% | 0% | -2% | -13%
> Fc1ccccc1N1CCN(Cc2ccc3c(c2)OCO3)CC1
 : -6% | ? | -1% | -2% | 0% | -8% | i | -6%
> Cn1c(=O)n(C)c2cc([N+](=O)[O-])c(N3CCNCC3)cc21
 : -1% | 3% | · | -1% | -4% | -6% | 2% | -10%
> CCN(CC)P(=O)(c1n(CC)cc[n+]1CC)N(CC)CC
 : ? | -11% | 22% | -8% | -1% | 7% | -2% | ?
> CCC(C)C1N=C(c2ccccc2)c2cc(Cl)ccc2N(CC(=O)NCc2ccco2)C1=O (configuration not stated)
 : -6% | 5% | · | -13% | -5% | 6% | 0% | -3%
> Cc1ccsc1C(=O)C1CCCN(Cc2ccn[nH]2)C1 (configuration not stated)
 : 3% | 5% | -13% | -4% | -6% | -7% | i | -7%
> COc1ccc2c(c1)c(C(=O)CN1CCC3(CC1)OCCO3)c(C)n2Cc1ccccc1
 : -7% | 4% | -5% | -10% | -1% | 10% | -2% | -2%
> CCCCn1c(CN2CCN(c3ccc(F)cc3)CC2)nc2c1c(=O)n(C)c(=O)n2C
 : -8% | 0% | ? | 9% | 0% | 2% | 9% | 7%
> C[C@H](N)C(=O)N[C@@H](C)C(=O)N[C@@H](Cc1ccccc1)C(=O)CCl
 : ? | · | · | -8% | 0% | -2% | 0% | ?

Random excerpt: 4 records from the list.
Below each SMILES: Tau fibril ThT | JMJD2E inh | L3MBTL1 block | TRb-SRC2 inh | TR SRC2 fluor cs | RGS12 GoLoco inh | RECQ1 helicase | Tau fibril FP
> Cn1c(=O)n(C)c2cc([N+](=O)[O-])c(N3CCNCC3)cc21
 : -1% | 3% | · | -1% | -4% | -6% | 2% | -10%
> Fc1ccccc1N1CCN(Cc2ccc3c(c2)OCO3)CC1
 : -6% | ? | -1% | -2% | 0% | -8% | i | -6%
> Cc1ccc(-n2c(/C=C/c3ccccc3)nc3ccccc3c2=O)cc1Cl
 : 2% | · | · | 1% | 0% | · | · | -10%
> CC(C(=O)c1cn(C)c2ccccc12)c1ccccc1 (configuration not stated)
 : -2% | -4% | · | 2% | -8% | 7% | 11% | 3%

The results go on.
Below each SMILES: Tau fibril ThT | JMJD2E inh | L3MBTL1 block | TRb-SRC2 inh | TR SRC2 fluor cs | RGS12 GoLoco inh | RECQ1 helicase | Tau fibril FP
> CCOC(=O)N1CCN(C(C)C(=O)c2c[nH]c3ccccc23)CC1 (configuration not stated)
 : -11% | 2% | 2% | 4% | -6% | 13% | -6% | -11%
> Clc1cccc(Cl)c1Cl
 : · | · | 8% | 10%[201 µM] | 1%[201 µM] | 6% | -2% | ·
> Clc1ccc(Cl)cc1
 : 2% | 6% | · | -6% | -6% | 5% | -3% | 1%
> O=C(CNC(=O)OCc1ccccc1)Nc1ccc(Br)cc1C(=O)c1ccccc1
 : -9% | -4% | -4% | 2% | -6% | -3% | -17% | 2%
> CCN(CC)/[N+]([O-])=N/O
 : 1% | -10% | · | -1% | -1% | 3% | -4% | -2%
> CC1(C)C(c2ccccc2)=NC(c2cccnc2)=[N+]1[O-]
 : ? | 2% | 35%[activator] | -4% | -7% | 7% | 0% | ?
> O=c1cccc2n1CC1CC2CN(C(c2ccccc2)c2sc3ncnn3c2O)C1 (configuration not stated)
 : 6% | 1% | 1% | -14% | 1% | 0% | i | -3%
> C/C(=N\NC(=S)Nc1ccccc1)c1c(O)n(C)c(=O)n(C)c1=O
 : ? | 0% | -1% | -6% | -1% | 2% | 9% | ?
> CN1C(=O)N(C)C(=O)C2(Cc3cc([N+](=O)[O-])ccc3N(C)C2)C1=O
 : -7% | -6% | -12% | 1% | -8% | 4% | -4% | 0%
> CC(C)CCNC(=O)c1c(N)n(Cc2ccc3c(c2)OCO3)c2nc3ccccc3nc12
 : ? | ? | · | ? | 0% | 8% | ? | ?
> Cc1cc(NC(=O)COC(=O)c2c(C)nn(Cc3ccccc3Cl)c2C)no1
 : -13% | -4% | · | -1% | 1% | 2% | i | ?
> CCCC(c1nnnn1Cc1cccs1)N1CCN(c2nc3ccccc3s2)CC1 (configuration not stated)
 : ? | -10% | -7% | 11% | 1% | 3% | -8% | 9%
> O=c1[nH]c(=O)n(Cc2ccco2)c(O)c1C=NC1CCN(Cc2ccccc2)CC1
 : · | 8% | · | 0% | -2% | 6% | 1% | 4%
> COc1cc2c(cc1OC)C(C(=O)N1CCC3(CC1)OCCO3)C(c1ccccc1F)N(C)C2=O (configuration not stated)
 : 4% | ? | 4% | -10% | -1% | 4% | 7% | 1%
> C/C(=N\Nc1ccccc1)c1c(O)[nH]c(=O)[nH]c1=O
 : · | -7% | · | 2% | -2% | 4% | -11% | 4%

The list goes on.
Below each SMILES: Tau fibril ThT | JMJD2E inh | L3MBTL1 block | TRb-SRC2 inh | TR SRC2 fluor cs | RGS12 GoLoco inh | RECQ1 helicase | Tau fibril FP
> CCc1nnc(NC(=O)CCc2nc(C3=CCN(C)CC3)no2)s1
 : -11% | -13% | ? | -2% | -2% | 0% | i | -6%
> Cc1ccccc1O
 : · | · | -1% | 3%[201 µM] | -2%[201 µM] | -4% | 9% | ·
> O=C(O)c1ccccc1SCC(=O)N1c2ccccc2Sc2ccccc21
 : 4% | -2% | 23% | -19%[53 µM] | 0.089µM*[quencher] | 31%[activator] | -5% | 7%
> CCOP(=S)(OCC)SCSC(C)(C)C
 : · | · | · | 3%[201 µM] | 3%[201 µM] | 15% | -8% | ·
> CCCC[N+](=O)[O-]
 : · | · | · | 1% | 0% | 3% | -16% | ·
> Cc1cc(C)c(-n2c(O)c(/C=N/N3CCCCC3c3cccnc3)c(=O)[nH]c2=O)c(C)c1 (configuration not stated)
 : -1% | 3% | 1% | 2% | 4% | 40%[activator] | -8% | 5%
> CN(C)P(=O)(CCl)Nc1ccccc1 (configuration not stated)
 : -10% | -1% | 3% | -5% | -1% | -8% | -11% | -8%
> CC(=O)C1C2c3ccccc3OC1(C)N=c1s/c(=C/c3cn(C)nc3C)c(=O)n12 (configuration not stated)
 : -9% | -6% | -2% | 8% | -1% | 19% | -6% | -2%
> CC(C)(C)NC[C@@H](O)COc1cccc2[nH]c(C#N)cc12
 : -15% | 0% | · | 4% | 0% | 1% | -3% | -2%
> CCOP(=O)(OCC)c1cccc(O)c1
 : -3% | -2% | · | -1% | -3% | 6% | -10% | -5%
> COc1ccc(CCNCc2ccc3c(c2)n(C)c(=O)n3C)cc1
 : -7% | · | · | -10% | -11% | · | · | -8%
> CCS(=O)(=O)NCc1nnc2n1-c1ccc(Cl)cc1C(c1ccccc1)=NC2
 : 12% | -2% | 7% | 1%[53 µM] | 0%[53 µM] | 7% | ? | 9%
> O=C(Nc1ccc(Cl)cc1C(=O)c1ccccc1)c1ccc(Br)o1
 : -3% | 1% | 10% | -17% | -1% | 2% | -16% | -10%
> O=C1N(c2nncs2)CCN1[N+](=O)[O-]
 : -2% | -1% | 0% | 4% | 2% | 6% | 2% | 3%
> CCn1cc(/C=c2/sc3n(c2=O)C2c4ccccc4OC(C)(N=3)C2C(=O)OC)c(C)n1 (configuration not stated)
 : ? | ? | · | 4% | -3% | 8% | -9% | 9%
> CCCC(C)C1(CC)C(=O)NC(=O)N=C1N (configuration not stated)
 : 3% | -4% | 6% | 4% | 0% | -6% | -13% | 7%

Whole records from above:
CC(C)(C)NC[C@@H](O)COc1cccc2[nH]c(C#N)cc12 is entered as Tau fibril ThT = -15%; JMJD2E inh = 0%; L3MBTL1 block = ·; TRb-SRC2 inh = 4%; TR SRC2 fluor cs = 0%; RGS12 GoLoco inh = 1%; RECQ1 helicase = -3%; Tau fibril FP = -2%
COc1ccc(CCNCc2ccc3c(c2)n(C)c(=O)n3C)cc1 is entered as Tau fibril ThT = -7%; JMJD2E inh = ·; L3MBTL1 block = ·; TRb-SRC2 inh = -10%; TR SRC2 fluor cs = -11%; RGS12 GoLoco inh = ·; RECQ1 helicase = ·; Tau fibril FP = -8%
CCn1cc(/C=c2/sc3n(c2=O)C2c4ccccc4OC(C)(N=3)C2C(=O)OC)c(C)n1 (configuration not stated) is entered as Tau fibril ThT = ?; JMJD2E inh = ?; L3MBTL1 block = ·; TRb-SRC2 inh = 4%; TR SRC2 fluor cs = -3%; RGS12 GoLoco inh = 8%; RECQ1 helicase = -9%; Tau fibril FP = 9%
